Screens deposited in PubChem by several laboratories.
FLuc inh counter = Photinus pyralis luciferase inhibition counter-screen | inhibition, % at 10 µM | ATPLite firefly luciferase biochemical luminescence, 10 min | AID 1006 | P08659 | 1.5% of 200,000 active;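 active means inhibition above about 50% when tested at 10 µM, limit read from the data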
Target sequence (P08659 whole entry, looked up): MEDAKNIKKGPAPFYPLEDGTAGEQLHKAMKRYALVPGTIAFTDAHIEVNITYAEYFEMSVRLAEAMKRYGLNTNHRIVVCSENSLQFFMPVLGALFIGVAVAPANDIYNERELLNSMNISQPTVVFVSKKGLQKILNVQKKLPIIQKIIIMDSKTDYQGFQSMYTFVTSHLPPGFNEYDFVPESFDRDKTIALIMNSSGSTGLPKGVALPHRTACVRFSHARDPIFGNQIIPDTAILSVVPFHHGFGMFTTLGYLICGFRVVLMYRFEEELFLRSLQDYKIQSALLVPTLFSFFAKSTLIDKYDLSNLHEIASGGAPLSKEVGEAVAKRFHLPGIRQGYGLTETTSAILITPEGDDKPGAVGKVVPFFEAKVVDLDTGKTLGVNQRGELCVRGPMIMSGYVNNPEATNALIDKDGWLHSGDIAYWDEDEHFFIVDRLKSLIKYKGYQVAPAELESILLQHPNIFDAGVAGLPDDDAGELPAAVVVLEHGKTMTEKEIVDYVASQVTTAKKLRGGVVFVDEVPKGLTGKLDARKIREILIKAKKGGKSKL
DTT redox prof = compounds producing H2O2 with reducing agent – biochemical, NIH compound library profiling, artefact control for MLSCN library redox annotation, primary screen. 0.03% of 200,000 active. activation, % at 10 µM. DTT-dependent redox cycling H2O2, phenol red/HRP absorbance; 100% = 100 µM peroxide control, 0% = buffer;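 active means activation of at least 50% relative to the plate's high and low controls in the primary single-dose screen; inactive means activation below 50%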;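 further: compound incubated with DTT at 0.8 mM final as the reducing agent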
FLuc stim CS = affects firefly luciferase, flagging false hits in luciferase stimulation screens; P08659; ATPlite luciferase biochemical, luminescence, 10 min; 0 = ATP-free wells, 1 = DMSO control; activation factor at 10 µM; 200,000 tested, under 10 active; AID 1027;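 active means luciferase activation factor, scaled between plate controls, of at least 2 with compound at 10 µM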
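System: cell-free luciferase reagent; medium: PBS as buffer for the ATP substrate; doses: test compounds dosed from 2 mM stocks in 100% DMSO; incubation: 10 min, room temperature; measured by: luminescence from luciferase reaction; read-out: luciferase activation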
NF-kB neuron act = raises NF-kB expression in human neuronal cells; NF-kB reporter expression; active compounds read high; fold change at 12.5 µM; 1.6% of 190,000 active; AID 1239; in the data active means fold change above about 3.3
APP 5UTR inh = APP translation inhibition; 0.82% of 190,000 active; inhibition, % at 2 µM; AID 1285; SH-SY5Y APP 5'UTR-luciferase reporter, luminescence;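 active means inhibition above a set limit, derived from the sample mean plus 3 SD, cut at about 45% in these data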; further: values of inactives mirror those of a sister screen read the other way
APP 5'UTR act = activates APP 5'UTR luciferase reporter | SH-SY5Y APP 5'UTR luciferase reporter, luminescence; zero percent = DMSO vehicle wells | activation, % at 2 µM | 1% of 190,000 active | AID 1276;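 active means activation above a set limit, based on mean plus 3 SD of controls, cut at about 140% in these data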; further: values of inactives mirror those of a sister screen read the other way
G6PDH CS = L. mesenteroides G6PDH inhibition counter-screen. Purified L. mesenteroides G6PDH, diaphorase/resazurin coupled fluorescence, 45 min. inhibition, % at 5 µM. 0.12% of 200,000 active; in the data active means inhibition above about 50%
Hsp70 activator = transcriptional activators of Hsp70; HeLa Hsp70 promoter luciferase reporter, luminescence; scaled: vehicle 0, proteasome-inhibitor control 100%; activation, % at 10 µM; 0.04% of 200,000 active; AID 1203;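 active means activation above the mean across all tested compounds plus 3 SD, cutoff set per campaign, cut at about 5.5% in these data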;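 further: 100% = MG132 at 30 µM as the positive control and 0% = DMSO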
STAT1 act = activators of IFN-gamma induced STAT1 signaling | activation (% of control), % at 5.5 µM | AID 932 | NIH 3T3 STAT1-luciferase reporter, luminescence; 100% = IFN-gamma alone, no compound | 2.6% of 200,000 active;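 active means activation above the screen-wide mean activation plus 3 SD, cut at about 130% in these data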;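 further: raw ratio to IFN-gamma control signal so 100% means no change and 0% no light; values of inactives mirror those of a sister screen read the other way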
HMGR II inh = E. faecalis class II HMG-CoA reductase inhibition | 0.41% of 190,000 active | purified E. faecalis HMGR, NADPH absorbance 340 nm kinetic | inhibition, % at 10 µM;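 active means inhibition above a set limit, the median over all tested compounds plus 3 SD, cut at about 9.5% in these data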;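 further: enzyme runs in reverse so mevalonate oxidation gives rising NADPH absorbance; 0% = complete reaction with DMSO and 100% = background rate lacking mevalonate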
Numbers without * were called inactive; . = no result given. Outcome played no part in choosing rows. Share with any hit: about 5.3%.

canonical_smiles,HMGR II inh,APP 5UTR inh,G6PDH CS,APP 5'UTR act,STAT1 act,NF-kB neuron act,DTT redox prof,FLuc stim CS,Hsp70 activator,FLuc inh counter
N/C(=N\c1nc2c(c(=O)[nH]1)CCC2)Nc1cccc(Cl)c1,5,1,2,-1,105,1.4,0.1,1,-0.5,-2
Cc1ccc(Nc2c(-c3ccc(C)o3)nc3cnccn23)cc1,-5,-55,8,55,117,1.1,-1.0,1.1,-0.1,-5
Cc1cc(C)c(S(=O)(=O)NCC(CCC(=O)O)C(F)(F)F)c(C)c1 (configuration not stated),-5,-25,4,25,100,0.91,-0.2,1,-0.1,-4
CCn1c(SCC(=O)Nc2nc(-c3ccccc3)cs2)nnc1-c1ccccc1O,2,-10,3,10,93,0.85,3.4,0.9,-0.4,7
Cc1cc(O)c(N)c(C)c1Cl,-2,-4,23,4,85,1,-1.8,1,-0.1,-2
CC(C)[C@H](NC(=O)Nc1cccc(Br)c1)C(=O)O,-11,9,6,-9,95,1.2,-0.6,1,-0.2,-2
Cc1ccccc1C(=O)N/N=C/c1ccncc1,5,-3,5,3,107,1.2,-7.5,0.9,0.1,6
O=c1c2sc3ccccc3c2[nH]c(=S)n1CCN1CCOCC1,2,-12,0,12,104,1.2,-0.6,1,-0.1,-1
Cc1ccc(N=Cc2ccc(O)cc2O)cc1F,-5,7,8,-7,97,2,-2.6,1.1,0.6,-6
CCN(CC)C(=O)CSc1nc(-c2ccc(C)cc2)nc2c1COC(C)(C)C2,-2,4,6,-5,106,0.65,0.1,1,-0.2,-4
CC(C)c1ccc(CNC(=O)CCc2ccccc2)cc1,0,-2,-2,2,103,1.1,-0.8,1,-0.1,-2
Cc1nnsc1SCCNC(=O)Nc1ccc(Cl)cc1,6,-32,-1,32,122,2,-0.1,1,-0.2,-2
CCCCNC(=O)c1ccccc1NC(=O)c1ccc2c(c1)OCO2,-2,7,6,-7,94,1,-0.5,1,-0.3,3
O=C(CSc1n[nH]c(-c2ccco2)n1)Nc1sc2c(c1C(=O)Nc1ccccc1)CCCC2,-4,7,0,-7,96,0.7,0.3,1.1,-0.3,-6
Cc1ccc(-n2ncc3c(=O)n(CC(=O)N4CCCCCC4)cnc32)cc1,2,10,0,-10,108,0.85,0.0,0.9,0.3,7
CCCc1n(CC(O)COC2CCCCC2)c2ccccc2[n+]1C (configuration not stated),-2,-11,6,11,99,0.87,0.1,1,-0.2,-4
COC(CNC(=O)c1ccc(N2CCC3(CC2)OCCO3)c([N+](=O)[O-])c1)OC,-7,5,4,-5,101,0.98,0.0,1,-0.3,0
CCOC(=O)C1=NN(C(=O)c2ccc(C)cc2)C(O)(c2ccc(Cl)cc2)C1 (configuration not stated),-9,-14,3,14,101,1.2,-0.6,1,-0.3,-1
O=C1C2CC=C(Cl)CC2C(=O)N1c1ncn[nH]1 (configuration not stated),-4,3,2,-3,103,0.93,2.9,1,0.1,-3
Cc1nn(Cc2ccccc2)c(C)c1C(=O)NCCN1C(=O)S/C(=C\c2ccc(F)cc2)C1=O,6,-4,3,4,102,1.3,0.1,1,-0.2,-2
COc1ccc(OCCNS(=O)(=O)c2ccccc2)cc1,-6,8,5,-8,102,1.1,0.6,1,0.5,-4
CCOc1ccccc1C1CC(c2ccccc2)Nc2nc(N)nn21 (configuration not stated),0,.,-2,.,107,1,-1.9,1,-0.3,0
CCC(C)N(C)C1CCN(C(=S)Nc2ccc(OC)cc2)CC1 (configuration not stated),1,-11,10,11,91,1.1,1.9,1,-0.2,0
CCC1CCCCN1C(=O)Nc1cc(Cl)ccc1OC (configuration not stated),5,-6,2,6,103,0.73,-0.6,1,-0.2,-3
CC1C=CCC2C(=O)N(c3ccc(OC(=O)c4cccs4)cc3)C(=O)C12 (configuration not stated),-5,13,0,-13,112,0.97,-0.4,1.1,-0.3,-8

Ordered by formula weight (largest number first): some entries from above.
canonical_smiles,HMGR II inh,APP 5UTR inh,G6PDH CS,APP 5'UTR act,STAT1 act,NF-kB neuron act,DTT redox prof,FLuc stim CS,Hsp70 activator,FLuc inh counter
CCn1c(SCC(=O)Nc2nc(-c3ccccc3)cs2)nnc1-c1ccccc1O,2,-10,3,10,93,0.85,3.4,0.9,-0.4,7
COC(CNC(=O)c1ccc(N2CCC3(CC2)OCCO3)c([N+](=O)[O-])c1)OC,-7,5,4,-5,101,0.98,0.0,1,-0.3,0
Cc1ccc(Nc2c(-c3ccc(C)o3)nc3cnccn23)cc1,-5,-55,8,55,117,1.1,-1.0,1.1,-0.1,-5

Remaining list, next part.
canonical_smiles,HMGR II inh,APP 5UTR inh,G6PDH CS,APP 5'UTR act,STAT1 act,NF-kB neuron act,DTT redox prof,FLuc stim CS,Hsp70 activator,FLuc inh counter
CC(=O)c1cccc(NC(=O)N2CCCC2C(=O)NCCc2ccccc2)c1 (configuration not stated),0,10,4,-10,97,0.96,0.1,1,-0.1,-2
COc1cc2c(cc1NC(=O)c1ccc(C(C)(C)C)cc1)CCCC2,-6,2,11,-2,99,1.4,2.0,1,-0.1,4
CCCCCn1c(SCC2CCCO2)nc2cc(C(=O)N3CCC(C(N)=O)CC3)ccc2c1=O (configuration not stated),-1,1,9,-1,92,0.65,-3.1,1,-0.3,-3
N#Cc1ccc(-c2ccc(OCC(O)Cn3nnc4ccccc43)cc2)cc1 (configuration not stated),-2,3,10,-3,96,0.61,-1.3,1.1,-0.1,-9
Cc1cc(C)c2[nH]c(=O)c(CN(Cc3ccccc3)C(=S)NCCCN(C)C)cc2c1,-4,1,10,-1,97,0.77,-0.8,1.1,-0.2,-5
COc1cccc2cc(C(=O)N3CCc4ccccc43)c(=O)oc12,2,15,-2,-15,105,1.2,0.0,1,-0.1,-3
Cc1ccc(S(=O)(=O)C2(C(=O)NCc3ccc4c(c3)OCO4)CC2)cc1,-5,-2,-11,2,96,1.1,-0.8,1.1,-0.4,-7
CCOC(=O)c1c(C)[nH]c(C(=O)COC(=O)c2oc3ccccc3c2C)c1C,0,2,-1,-2,97,1.1,-0.7,1,0.1,-1
Cc1cccc(NC(=S)NC2CCCCC2)n1,1,-3,2,3,94,1.1,0.2,1.1,-0.2,-10
CCOc1ccc(-n2cc(C(=O)N3CCN(C)CC3)c3cc(OC)c(OC)cc3c2=O)cc1,-7,8,-12,-8,95,1,1.9,1.1,-0.6,-6
S=C(NCCCn1ccnc1)NC1CCCCC1,2,-6,2,6,96,1.2,0.0,1.1,-0.2,-12
Cc1cc2nc(C3CCN(CC4COc5ccccc5O4)CC3)[nH]c2cc1C (configuration not stated),2,-7,-22,7,107,1.2,1.7,1,-0.2,-1
O=C(Nc1cccc([N+](=O)[O-])c1)c1ccc(-c2ccccc2)cc1,-2,-29,-1,29,101,1,0.1,1,-0.2,3
Cc1ccccc1-c1noc(-c2ccc(Cl)cc2)n1,-7,-48,9,48,112,3.4*,-3.0,0.8,-0.1,22
CCc1cccc2c(C(=O)COC(=O)c3ccc(O)cc3)c[nH]c12,4,-2,6,1,132*,1.3,0.3,1.1,-0.3,-7
O=C(Cc1ccccc1[N+](=O)[O-])Nc1ccc2c(c1)OCO2,0,-22,1,23,99,1.5,-1.0,1,-0.3,2
CCN(C(=O)Cn1cc(C(F)(F)F)ccc1=O)c1c(N)n(Cc2ccccc2)c(=O)[nH]c1=O,16*,12,6,-12,99,1.2,0.0,1,-0.1,2
CCOC(=O)C1CCCN(S(=O)(=O)Cc2ccccc2)C1 (configuration not stated),-4,-1,-2,1,112,1.3,-0.4,1,0.0,-3
CCn1c(SCC(=O)N/N=C/c2ccccc2OCC(=O)O)nnc1-c1ccc(OC)cc1,2,0,1,0,97,1.3,8.9,1,-0.2,0
Cc1ccc(C)c(Cn2cnc3c(nnn3-c3ccc(F)cc3)c2=O)c1,0,8,-1,-8,94,0.97,3.0,1,-0.1,-2
CC1CCN(C(=O)CNS(=O)(=O)c2ccc(Br)s2)CC1,-2,-4,-1,4,107,1.3,0.2,1,-0.3,-5
CC(=O)Oc1ccc2c(c1)OC(c1ccccc1)CC21CC(C)(C)NC(=O)N1 (configuration not stated),-5,-5,2,5,101,1.3,-1.2,1,-0.3,-5
CCc1nnc(NC(=O)/C=C/c2ccc(C)o2)s1,-1,-60,-17,60,116,1.8,0.2,1,-0.2,0
COCCNC(=O)c1c(N)n(/N=C/c2cccs2)c2nc3ccccc3nc12,-3,-3,0,3,105,0.35,0.6,1.1,-0.4,-9
COc1ccc(Cl)cc1N1Cc2ccccc2C1,0,-4,-7,4,98,1.1,0.6,1,-0.4,-4
COC(=O)c1cccc(NC(=O)CSc2nnnn2C)c1,1,-9,5,9,107,1.2,1.1,1,0.1,-2
O=C1CN(C(=O)c2ccccc2)c2ccccc2N1,2,-11,-3,11,98,0.97,-0.9,1,-0.1,-2
CC(C)[C@H](NC(=O)c1ccccc1F)C(=O)Nc1nc2c(s1)CCCC2,2,-9,-3,9,111,0.55,-0.3,1.1,-0.1,-7
Cc1ccc(NC(=O)Cn2nc(C)c3ccccc3c2=O)cc1,-6,2,-1,-2,88,0.98,-0.4,1.1,-0.3,-5
CCOCC(=O)Nc1ccc(S(=O)(=O)N2CCOCC2)cc1,0,3,-8,-3,98,0.88,2.3,1,0.3,-4
COc1cc(/C=N/O)cc(Br)c1OCc1ccc(Cl)cc1,-3,7,8,-7,99,1.1,-0.6,1.1,-0.5,-10
CC(C)C(NS(=O)(=O)c1ccc2c3c(cccc13)C(=O)N2)C(=O)O (configuration not stated),.,7,9,-7,96,.,-0.6,1.1,-0.1,-6
COc1ccc(Oc2ccc(/C=C/C(=O)c3cccc(OC)c3)cc2[N+](=O)[O-])cc1,2,24,-5,-24,103,1.8,4.0,1,-0.4,-3
O=C(COC(=O)c1ccccc1O)Nc1ncc(Cl)cc1Cl,1,17,0,-17,106,1.4,-0.3,1,0.6,-4
COc1cccc(C(C)NC(=S)NCc2ccc(Cl)cc2)c1 (configuration not stated),0,5,0,-5,91,0.98,0.0,1.1,0.0,-6
CC(Cc1ccccc1)(NC(=O)CN)c1ccccc1 (configuration not stated),.,.,-1,.,.,.,.,1,0.5,4
O=C(Nc1ccccc1)c1ccc(NCC2CCCO2)c([N+](=O)[O-])c1 (configuration not stated),2,-53,-2,53,124,2.1,0.5,0.9,-0.2,11
CSc1cccc(CN2CCC(CO)(Cc3ccccc3)CC2)c1,-4,-28,6,28,103,0.85,-0.8,1,-0.2,-3
O=C(NN1C(=O)C2C3C=CC(C4CC34)C2C1=O)c1ccc(Cl)c(Cl)c1 (configuration not stated),-3,-18,-12,18,96,1,0.9,1,-0.3,-5
CN1CCN(Cc2c(O)ccc3cc(Br)ccc23)CC1,-5,33,6,-33,108,1.3,-0.4,1,-0.5,-2
CCOC(=O)C1=C(CSc2nc(C)ccc2C#N)OC(N)=C(C#N)C1c1cccc(OC)c1OC (configuration not stated),-1,-7,9,7,87,0.92,18,1,-0.2,-1
Cc1noc(C)c1COc1ccc(C(=O)OCC(=O)Nc2cccc(S(=O)(=O)N3CCOCC3)c2)cc1,-1,-1,6,1,101,0.94,-0.3,1.1,-0.2,-8
